# Nrf2 inh: Nrf2 pathway inhibition. 360,000 tested, 2.1% active. Potency, µM (titrated, usually from 46 µM), inactives show at the highest dose activity change, negative = inhibition, usual class: inhibitors. A549 ARE-Fluc reporter, luciferase luminescence, 18-24 h; further: potency means the concentration at half of the fitted maximal effect; on the % scale 0 is the no-effect control and ±100 the full control effect; nearly all actives have a fitted effect of over 60% in size
#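 Cells were seeded and rested 2 h, then exposed to compounds for 18-24 h. CellTiter-Fluor was read first as a viability measure. BugLite was added 15 min before the final luminescent read of ARE-luciferase activity in A549 cells.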
# EPAC2 agonist: activates human EPAC2 exchange factor | AID 720711 | Potency, µM (highest dose often 154 µM), without a hit: top-dose activation, usual class: activators | EPAC2 activation, biochemical qHTS; response scale: 100% = 6.5 mM cAMP response | Q8WZA2 | 360,000 tested, 0.079% active; further: potency means the concentration at half of the fitted maximal effect; nearly all actives have a fitted effect of over 50% in size
# Target sequence (Q8WZA2 whole entry, looked up): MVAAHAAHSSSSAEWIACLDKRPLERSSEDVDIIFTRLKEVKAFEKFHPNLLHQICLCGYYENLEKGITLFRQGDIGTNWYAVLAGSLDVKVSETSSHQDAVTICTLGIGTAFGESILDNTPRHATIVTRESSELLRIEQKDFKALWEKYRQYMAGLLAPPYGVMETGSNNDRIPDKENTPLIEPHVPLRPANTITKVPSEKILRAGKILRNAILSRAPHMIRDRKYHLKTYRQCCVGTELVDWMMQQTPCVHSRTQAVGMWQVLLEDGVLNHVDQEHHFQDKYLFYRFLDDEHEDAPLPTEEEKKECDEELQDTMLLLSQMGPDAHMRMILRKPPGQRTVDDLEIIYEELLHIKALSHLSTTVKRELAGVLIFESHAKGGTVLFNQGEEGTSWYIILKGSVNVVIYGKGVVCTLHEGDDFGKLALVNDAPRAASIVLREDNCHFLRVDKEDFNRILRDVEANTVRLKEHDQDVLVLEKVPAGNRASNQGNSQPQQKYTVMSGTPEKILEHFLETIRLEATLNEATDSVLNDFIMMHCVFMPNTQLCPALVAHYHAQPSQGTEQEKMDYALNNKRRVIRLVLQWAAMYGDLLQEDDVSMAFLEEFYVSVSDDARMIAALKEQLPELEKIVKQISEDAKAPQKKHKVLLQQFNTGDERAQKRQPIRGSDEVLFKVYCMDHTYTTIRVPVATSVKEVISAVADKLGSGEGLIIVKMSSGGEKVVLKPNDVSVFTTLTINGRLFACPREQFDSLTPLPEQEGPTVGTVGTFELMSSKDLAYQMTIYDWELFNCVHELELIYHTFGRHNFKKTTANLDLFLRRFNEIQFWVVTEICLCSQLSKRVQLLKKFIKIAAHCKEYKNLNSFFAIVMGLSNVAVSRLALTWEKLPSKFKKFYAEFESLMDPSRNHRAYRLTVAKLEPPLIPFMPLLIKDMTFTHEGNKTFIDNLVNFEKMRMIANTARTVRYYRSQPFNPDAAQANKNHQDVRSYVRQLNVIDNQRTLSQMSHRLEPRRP
#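 Setup: EPAC2 100 nM, labeled Rap1B complex 250 nM, free GDP 50 uM. Compound titrations pinned in, brief spin, 5 min room temperature incubation. Kinetic fluorescence read over 30 min, normalized to 6.5 mM cAMP.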
# IL2 activator: activators of IL-2; IL-2 activation reporter assay, cell-based qHTS; stimulated with anti-CD3/CD4/CD28 beads; in transgenic mouse T cells; activation, % (series mostly up to about 46 µM); 360,000 tested, 0.065% active; in the data active means activation above about 50%; inconclusive means mostly about 30% to 49%; further: 0% is about no effect
#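 Using fluorescent plate cytometry, EGFP and DsRed are detected in transgenic mouse T cells stimulated 18 h at 37 degrees C with antibody-coated beads after 60 min compound pretreatment.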
# A549 tox: A549 cytotoxicity, counter-screen for Nrf2 inhibitors; A549 ARE-Fluc cells, CellTiter-Fluor viability, 18-24 h; Potency, µM (series often up to 46 µM), without a hit: at the top dose activity change, negative = cytotoxicity, most hits filed as inhibitors; 390,000 tested, 0.16% active; further: potency means the concentration at half of the fitted maximal effect; on the % scale 0 is the no-effect control and ±100 the full control effect
#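 Cytotoxicity counterscreen: CellTiter-Fluor fluorescence was measured in A549 ARE_Fluc cells after 18-24 h of compound exposure in a concentration series. The subsequent BugLite luminescent read reports ARE-luciferase activity.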
# HepG2 tox: HepG2 cytotoxicity, counter-screen for TGF-b inhibitors | AID 588856 | Potency, µM (doses to about 46.1 µM), without a hit: at the highest dose activity change, negative = cytotoxicity, most hits filed as cytotoxic | 410,000 tested, 0.76% active | HepG2 CAGA-GFP viability, ATP luminescence, 18 h; further: potency means the concentration at half of the fitted maximal effect; some results filed as inactive show a strong effect at the top dose
#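 CellTiter-Glo luminescence gave cytotoxicity after 18 hours at 37 degrees C. The cells were HepG2 CAGA-GFP in 1% FBS DMEM, stimulated with 500 pg/mL TGF-beta after compound addition. %Activity was normalised to no-cell wells (complete cell-killing) and DMSO (no toxicity), and curves were fitted and classified.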
# Nrf2 activator: activates Nrf2 signaling; Potency, µM (top dose mostly 46.1 µM), inactives show top-dose activation, usual class: activators; AID 624171; AREc32 ARE-luciferase reporter (MCF7-derived line), luminescence, 24 h; 410,000 tested, 0.31% active; further: potency means the concentration at half of the fitted maximal effect; % of control where 0% means no effect; nearly all actives have a fitted effect of over 65% in size
#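 Reporter line AREc32 (ARE-Fluc), seeded overnight in OPTI-MEM with 5% FBS; compound pin-transferred, 24 hr at 37 deg C, 5% CO2; luminescent read-out.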
# TGFb inhibitor: TGF-b pathway inhibition; HepG2 CAGA-GFP TGF-b/SMAD3 reporter, GFP fluorescence, 18 h; TGF-beta stimulated, 500 pg/mL final; 410,000 tested, 1.2% active; Potency, µM (titrated, usually from 46.1 µM), without a hit: at the highest dose activity, negative = inhibition, hits mostly inhibitors; further: potency means the concentration at half of the fitted maximal effect; on the % scale 0 is the no-effect control and ±100 the full control effect; nearly all actives have a fitted effect of over 65% in size
#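 TGF-beta reporter screen: HEPG2 CAGA-GFP, 1% FBS, 500 pg/mL TGF-beta final, 18 h; per-cell GFP summed per well; curves fitted and categorized by class.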
# ATXN2 expr inh: ATXN2 expression inhibition | Potency, µM (series often up to 57 µM), for inactives: at the highest dose activity change, negative = inhibition, most hits filed as inhibitors | HEK-293 ATXN2-luciferase reporter, luminescence, 24 h | 360,000 tested, 0.72% active | AID 1745845; further: potency means the concentration at half of the fitted maximal effect; on the % scale 0 is the no-effect control and ±100 the full control effect; nearly all actives have a fitted effect of over 55% in size
#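 qHTS (up to 57 uM final) was run with 24 h compound exposure of reporter cells at 37 °C. Each well was multiplexed: SteadyGlo luminescence measured ATXN2-luciferase expression after a fluorogenic Gly-Phe-AFC viability readout (25 uM final).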
# S2 tox: cell viability loss in ATXN counter-screen. S2 cells (HEK-293 line with an ATXN2-luciferase reporter) viability, CellTiter-Fluor protease fluorescence, 24 h. AID 651635. Potency, µM (series often up to 56.7 µM), usual class: cytotoxic. 400,000 tested, 0.49% active; further: potency means the concentration at half of the fitted maximal effect; nearly all actives have a fitted effect of over 40% in size
# Numbers without * were called inactive; i = inactive; u = inconclusive; x = not tested or not shown; [ ] = dose if it differs, or a comment. Unless noted, the call rests on the fitted dose curve; in most records, active means well fitted curve in the direction sought with a large enough effect; inconclusive means small, poorly fitted or top-dose-only effect, or another doubt; inactive means no such curve, though single readings can be large; an effect the other way counts as inactive or inconclusive.
SMILES,Nrf2 inh,EPAC2 agonist,IL2 activator,A549 tox,HepG2 tox,Nrf2 activator,TGFb inhibitor,ATXN2 expr inh,S2 tox
Cc1onc(-c2c(Cl)cccc2Cl)c1C(O)c1ccccc1 (stereo not given),-2%,9%,-6.0,-11%,-2%,-0.8%,0%,-10%,i
Cc1ccc(C(=O)Nc2cccc3ccccc23)cc1,11%,1%,0.7,-5%,-7%,5.0%,-25%,x,i
Cc1cc(C)c(NC(=O)COC(=O)/C=C/c2cccc(C(F)(F)F)c2)c(C)c1,4%,-2%,-1.1,10%,1%,0.1%,-7%,-10%,i
COc1ccccc1/C=C/C(=O)Nc1nc2n(n1)C(c1ccc(F)cc1)C=C(c1ccccc1)N2 (stereo not given),u,x,x,-3%,-31%,5.6%,9%,-1%,i
COc1ccccc1C(=O)Nc1cc2c(cc1C(=O)O)OCCCO2,4%,12%,-0.8,4%,-45%,7.3%,5%,0%,i
O=C(O)c1cc(-c2cccc([N+](=O)[O-])c2)n[nH]1,-4%,11%,-0.3,0%,-2%,0.5%,-4%,-27%,i
CCn1cc(C(=O)NCc2ccco2)c(=O)c2ccc(C)nc21,-9%,9%,-0.5,0%,1%,u,0%,-10%,i
O=C1C2C3C=CC(CC3)C2S(=O)(=O)C2C3C=CC(CC3)C12 (stereo not given),x,8%,-0.1,x,-19%,-0.9%,-3%,x,u
Cc1ccc(NC(=O)C(=O)NCC(c2cccnc2)N2CCN(Cc3ccccc3)CC2)cc1Cl (stereo not given),u,x,x,-13%,5%,0.5%,0%,-3%,i
CCCCc1nnc(NC(=O)c2cccc(S(=O)(=O)N3CCN(C)CC3)c2)s1,u,3%,-0.9,-4%,-92%,-0.2%,-13%,7%,i
COc1ccc(CCN(Cc2cccs2)S(=O)(=O)c2ccc(C(=O)O)cc2)cc1OC,1%,6%,-1.9,4%,1%,-0.5%,16%,-1%[11.3 µM],i
CCCn1c(SCC(=O)Nc2nnc(CC)s2)nnc1-c1ccco1,-12%,0%,1.9,0%,-1%,-0.6%,17%,-8%,i
COc1ccc(Cn2nnnc2CN2CCC(c3nc4ccccc4s3)CC2)cc1,23µM*,26%,-3.6,-3%,-21%,-0.6%,1%,-25%,i
Cc1ccc(OCCn2c(=O)sc3ccccc32)cc1,x,0%,-3.5,6%,-1%,7.5%,13%,58%[activator],i
CCOC(=O)NCC(C)(C)CNC(=O)OCC,-7%,-12%,-0.5,-9%,-2%,0.1%,-10%,2%,i
O=C(COc1cccc2ccccc12)N/N=C/C=C/c1ccccc1,22%,4%,-0.4,-3%,11%,-0.4%,2%,1%,i
COC(=O)c1c(NC(=O)CN2C(=O)NC3(CCCCC3C)C2=O)sc2c1CCC2 (stereo not given),16µM*,1%,-0.5,-14%,2%,-0.4%,16%,-9%,i
COc1cccc(CNC(=O)C(C(=O)NCc2cccc(OC)c2)c2ncc(C(F)(F)F)cc2Cl)c1,-12%,-2%,-1.4,-1%,-2%,1.9%,-2%,-20%,i
O=C(Cn1cnc2nc3c(cc2c1=O)CCCC3)Nc1ccc(F)cc1Cl,x,x,x,1%,-5%,1.0%,-15%,-7%,i
CC(=NNC(N)=S)c1ccc2cc3c(cc2c1)OCO3,x,-3%,-4.2,x,-92%,7.6%,u,x,u
CCCCc1cc2c(s1)CCCC/C2=N/O,12%,2%,-0.7,u,-37%,1.9%,-19%,3%,i
NC(=O)CSc1nc2cccnc2n1-c1ccc(F)cc1,3%,3%,-0.2,1%,-1%,0.0%,u,-11%,i
NC(CO)C(O)c1ccc([N+](=O)[O-])cc1 (stereo not given),-3%,5%,-0.6,3%,9%,-0.1%,12%,4%,i
Cc1ccc(OCCOC(=O)CN2C(=O)NC3(CCCC3)C2=O)cc1,-21%,8%,-0.7,u,-15%,-0.3%,4%,-8%,i
CC(C)(C)NC(=O)CSc1nc(-c2ccccc2)cc(=O)[nH]1,17%,4%,-0.1,0%,13%,0.2%,-4%,0%,i
CCN(C(=O)N(CC)c1ccccc1)c1ccccc1,8%,2%,-0.6,-1%,0%,0.5%,-4%,2%,i
CCOC(=O)c1c(C)[nH]c(C(=O)OCc2c(C)noc2C)c1C,x,10%,-0.6,-4%,-24%,5.1%,-6%,-13%,i
CCNC(=S)/N=C(/Nc1ccc(OC)cc1)Nc1nc(C)cc(C)n1,0%,2%,5.7,-4%,11%,-0.5%,-4%,5%,i
CC(=O)NCCNC(=O)C1Cc2c(-c3ccccc3)ccnc2O1 (stereo not given),x,7%,1.0,x,27%,-0.2%,47%[activator],6%,i
CC1=C(C(=O)N(C(C)C)C(C)C)CC(CC(=O)NCCN2CCOCC2)C(=O)N1CCC1=CCCCC1 (stereo not given),x,2%,-0.3,x,8%,0.5%,7%,-1%,i
Cc1cccc(N2CCN(C(=O)N3CCCCC3)CC2)c1C,9%,6%,3.3,27%,3%,0.5%,-27%,4%,i
CCN(CC)C(=O)C(C)N(C#N)c1nc(Cl)nc(N(C)C)n1 (stereo not given),10%,-1%,-3.8,1%,2%,9.4%,-6%,-4%[11.3 µM],i
CC(O)C(O)C(O)C(O)/C=N/NC(=O)c1ccccc1 (stereo not given),4%,0%,-2.2,-5%,3%,3.6%,-11%,-15%[11.3 µM],i
COc1ccc(NC(=S)NCCCN2CCCC2)cc1Cl,5%,2%,6.4,0%,-8%,-0.9%,0%,-9%,i
CC1CCC(NC(=O)c2nn(C)c3c2CS(=O)(=O)c2ccccc2-3)CC1 (stereo not given),2%,1%,-0.2,17%,-20%,3.2%,3%,x,x
CCCS(=O)(=O)NC(=O)C1(C)CCCN(C(=O)c2ccco2)C1 (stereo not given),x,3%,-0.6,x,8%,-0.3%[9.22 µM],45%[activator],3%,i
CC(CCc1ccco1)N(C)S(=O)(=O)c1csc(C(N)=O)c1 (stereo not given),-9%,-11%,-1.5,7%,-4%,-0.6%,2%,-5%,i
CCOC(=O)c1ccc(CC(=O)c2ccc(O)cc2O)o1,u,6%,-0.3,-8%,-26%,0.4%,-1%,-9%,i
O=C(NC1CCCCC1)N(C1=NCCCCC1)c1ccc(Br)cc1,30%,-1%,0.7,4%,4%,3.4%,-1%,1%,i
CCOc1ccc(C(=O)NCC(=O)OCc2ccc(F)cc2Cl)cc1,2%,11%,-3.8,14%,-10%,1.7%,2%,x,i
COc1ccc(Cl)cc1NC(=O)c1sc2nc(C)nc(N3CCOCC3)c2c1C,21µM*,-8%,-0.5,-19%,0%,0.5%,4%,-4%,i
COc1ccc(C2CC(C(F)(F)F)n3nc(C(=O)O)cc3N2)cc1 (stereo not given),0%,0%,1.5,4%,-1%,0.0%,10%,6%,i
C=CCOc1ccc(/C=N/N2C(=O)C(CC(=O)Nc3ccc(F)cc3F)SC2=NC)cc1 (stereo not given),-2%,-7%,-0.6,-14%,-61%,11%,u,-30%,u
O=C(NC1CC(=O)N(c2ccccc2)C1)C(=O)c1c[nH]c2ccccc12 (stereo not given),11%,7%,-3.0,-5%,-36%,3.5%,-9%,-11%,i
O=C(CNC(=O)Cc1ccc(Cl)cc1)NCC(=O)N1CCCCC1,13%,4%,-2.1,-3%,0%,-2.2%,10%,3%,i
CS(=O)(=O)N(Cc1ccc(Cl)cc1)c1ccc(C(=O)NCCSc2ccccn2)cc1,-29%,12%,-0.7,-2%,1%,4.3%,u,-19%,i
O=S1(=O)c2c(F)cccc2OC(COCc2ccccc2)CN1C1CCCC1 (stereo not given),u,9%,-0.7,2%,-3%,1.1%,u,0%,i
Cc1ccccc1S(=O)Cc1ccc(C(=O)NC2CCN(Cc3ccccc3)CC2)o1 (stereo not given),u,-10%,-1.1,-4%,-13%,0.1%,-9%,-11%,i
CCOC(=O)c1[nH]c2ccc(Br)cc2c1NC(=O)CCN1CCOCC1,-10%,9%,0.4,-1%,-20%,17%,-15%,x,i

# Molecules above with fluorine:
SMILES,Nrf2 inh,EPAC2 agonist,IL2 activator,A549 tox,HepG2 tox,Nrf2 activator,TGFb inhibitor,ATXN2 expr inh,S2 tox
Cc1cc(C)c(NC(=O)COC(=O)/C=C/c2cccc(C(F)(F)F)c2)c(C)c1,4%,-2%,-1.1,10%,1%,0.1%,-7%,-10%,i
COc1ccccc1/C=C/C(=O)Nc1nc2n(n1)C(c1ccc(F)cc1)C=C(c1ccccc1)N2 (stereo not given),u,x,x,-3%,-31%,5.6%,9%,-1%,i
COc1cccc(CNC(=O)C(C(=O)NCc2cccc(OC)c2)c2ncc(C(F)(F)F)cc2Cl)c1,-12%,-2%,-1.4,-1%,-2%,1.9%,-2%,-20%,i
O=C(Cn1cnc2nc3c(cc2c1=O)CCCC3)Nc1ccc(F)cc1Cl,x,x,x,1%,-5%,1.0%,-15%,-7%,i
NC(=O)CSc1nc2cccnc2n1-c1ccc(F)cc1,3%,3%,-0.2,1%,-1%,0.0%,u,-11%,i
CCOc1ccc(C(=O)NCC(=O)OCc2ccc(F)cc2Cl)cc1,2%,11%,-3.8,14%,-10%,1.7%,2%,x,i
COc1ccc(C2CC(C(F)(F)F)n3nc(C(=O)O)cc3N2)cc1 (stereo not given),0%,0%,1.5,4%,-1%,0.0%,10%,6%,i
C=CCOc1ccc(/C=N/N2C(=O)C(CC(=O)Nc3ccc(F)cc3F)SC2=NC)cc1 (stereo not given),-2%,-7%,-0.6,-14%,-61%,11%,u,-30%,u
O=S1(=O)c2c(F)cccc2OC(COCc2ccccc2)CN1C1CCCC1 (stereo not given),u,9%,-0.7,2%,-3%,1.1%,u,0%,i

# Source: PubChem BioAssay
